Screens: PubChem, National Center for Advancing Translational Sciences (NCATS)
HT1080 IDH1KD tx: kills HT-1080 cells with IDH1 knockdown; Potency, µM (highest dose often 46.1 µM), for inactives: at the top dose activity, negative = toxicity, actives largely listed as cytotoxic; HT-1080 IDH1 knockdown viability, ATP luminescence, 48 h; AID 686971; 360,000 compounds, 2% hits;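 further: potency means the concentration at half of the fitted maximal effect; 0% = DMSO wells and -100% = cell-free medium wells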
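After a 2 h attachment period, IDH1KD HT-1080 cells took pin-transferred compound for 48 h at 37 °C; ATP-based luminescence after 10 min room-temperature reagent incubation reported viability.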
HEK293 tox: cytotoxic in the GLP-1 receptor inverse agonist counter-screen. HEK293 cAMP-luciferase reporter cells, luminescence, 24 h. 410,000 compounds, 0.13% hits. Potency, µM (highest dose often 38.3 µM), without a hit: at the highest dose activity change, negative = inhibition, actives largely listed as inhibitors;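 further: loss of luciferase light is scored as toxicity; potency means the concentration at half of the fitted maximal effect; on the % scale 0 is the no-effect control and ±100 the full control effect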
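Seeding density was 200 cells/uL; after overnight-length (12 h) culture, 23 nL compounds went on for 24 h at 37 °C. Readout used a luciferase detection reagent, luminescence taken after 12 min at room temperature.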
MCF10A rerep: induces DNA re-replication in MCF 10a normal breast cells. MCF 10A DNA re-replication, Hoechst nuclear intensity, 48 h. Potency, µM (doses to about 46.1 µM), for inactives: at the highest dose activity, positive = re-replication, usual class: activators. 350,000 compounds, 2.9% hits; further: potency means the concentration at half of the fitted maximal effect; % of control where 0% means no effect; nearly all actives have a fitted effect of over 50% in size
IL-1B inflam inh: inflammasome signaling inhibition, IL-1 beta readout | THP-1 LPS/ATP IL-1B secretion, AlphaLISA, 16 h; active compounds read low | activity change, % at 57.5 µM | 360,000 compounds, 4.7% hits; in the data active means activity change below about -50%; inconclusive means mostly about -30% to -49%; further: on the % scale 0 is the no-effect control and ±100 the full control effect
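THP-1 cells pretreated 1 hr with compounds (up to 57.5 uM final), then stimulated with LPS (250 ng/mL final) plus ATP (1.25 mM final); secreted IL-1B measured by AlphaLISA after 16 hr, decreased signal indicating inhibition.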
DRD3 agonist: activates the human D3 dopamine receptor; D3R DiscoveRx beta-arrestin cells, luminescence, 90 min; 410,000 compounds, 0.58% hits; max activation, %; P35462; in the data active means max activation above about 30%; further: 0% is about no effect; mostly tested at two doses, the higher about 12 µM
Target sequence (P35462 whole entry, looked up): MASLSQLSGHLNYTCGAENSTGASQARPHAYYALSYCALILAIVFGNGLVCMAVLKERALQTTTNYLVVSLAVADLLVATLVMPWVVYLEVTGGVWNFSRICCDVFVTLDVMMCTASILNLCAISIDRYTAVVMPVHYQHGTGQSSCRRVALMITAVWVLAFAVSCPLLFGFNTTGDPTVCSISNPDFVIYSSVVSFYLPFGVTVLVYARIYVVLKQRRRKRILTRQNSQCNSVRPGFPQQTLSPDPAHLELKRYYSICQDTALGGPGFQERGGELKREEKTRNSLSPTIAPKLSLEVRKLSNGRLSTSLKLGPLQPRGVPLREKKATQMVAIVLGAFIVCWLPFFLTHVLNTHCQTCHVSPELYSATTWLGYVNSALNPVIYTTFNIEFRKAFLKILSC
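Agonist-mode cell screen: cells plated at 1500/well and incubated overnight at 37 °C, then exposed to library compounds for 90 min at 37 °C. Detection reagent was added for 30–60 min at room temperature, and luminescence was read.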
HT1080NT lethal: kills 2HG-producing HT-1080-NT fibrosarcoma cells | AID 686970 | Potency, µM (highest dose often 46.1 µM), for the others: at the top dose activity, negative = less viability, most hits filed as cytotoxic | 360,000 compounds, 1.6% hits | HT-1080-NT fibrosarcoma viability, CellTiter-Glo ATP luminescence, 48 h;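 further: NT is the 2HG producing partner of a matched IDH1 knockdown line; potency means the concentration at half of the fitted maximal effect; 0% = DMSO-treated cells and -100% = media-only wells without cells; nearly all actives have a fitted effect of over 55% in size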
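Compounds were tested in concentration-response format on HT-1080-NT cells for 48 hours at 37 degrees C. Cell viability came from CellTiter-Glo luminescence; curves were classified by r2, response magnitude and activity.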
SW480 rerep: DNA re-replication induction in SW480 cells; Potency, µM (top dose mostly 46.1 µM), for inactives: top-dose re-replication activation, most hits filed as activators; AID 624297; 340,000 compounds, 1.8% hits; SW480 DNA re-replication, Hoechst DNA content imaging, 48 h; further: potency means the concentration at half of the fitted maximal effect; % of control where 0% means no effect; nearly all actives have a fitted effect of over 55% in size
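SW480 cells exposed to compounds for 48 hr at 37 C, 5% CO2, then Hoechst-stained 40 min. Nuclear DNA content imaged by fluorescence scanning (405 nm excitation, 500-530 nm emission); re-replication scored as increased high-intensity nuclei.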
KB-V1 cytotox: KB-V1 MDR subline cytotoxicity; KB-V1 MDR cells viability, CellTiter-Glo, 72 h; 400,000 compounds, 3.4% hits; Potency, µM (series often up to 46.1 µM), without a hit: top-dose activity change, negative = cytotoxicity, most hits filed as cytotoxic; further: potency means the concentration at half of the fitted maximal effect; on the % scale 0 is the no-effect control and ±100 the full control effect; nearly all actives have a fitted effect of over 60% in size
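In this primary screen, KB-V1 cells overexpressing P-gp are incubated with library compounds (lowest to highest concentration) for 72 h at 37 degrees C before a luminescent ATP viability read.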
KB-3-1 cytotox: kills parental KB-3-1 adenocarcinoma cells; Potency, µM (highest dose often 46.1 µM), for the others: top-dose activity change, negative = cytotoxic, hits mostly cytotoxic; 400,000 compounds, 1.4% hits; KB-3-1 viability, CellTiter-Glo ATP luminescence, 72 h; AID 1347075; further: potency means the concentration at half of the fitted maximal effect; on the % scale 0 is the no-effect control and ±100 the full control effect; nearly all actives have a fitted effect of over 60% in size
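Parental KB-3-1 adenocarcinoma cells in phenol-red-free DMEM with 10% FBS were pin-treated with compounds at several concentrations, incubated 72 h at 37 °C, and viability read by CellTiter-Glo luminescence; concentration-effect curves were fitted after normalization.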
Active calls of the source: *; ? = inconclusive; / = no result given; [ ] = dose if it differs, or a comment. Unless noted, the call rests on the fitted dose curve; in most records, active means well fitted curve in the direction sought with a large enough effect; inconclusive means small, poorly fitted or top-dose-only effect, or another doubt; inactive means no such curve, though single readings can be large; an effect the other way counts as inactive or inconclusive.

SMILES	HT1080 IDH1KD tx	HEK293 tox	MCF10A rerep	IL-1B inflam inh	DRD3 agonist	HT1080NT lethal	SW480 rerep	KB-V1 cytotox	KB-3-1 cytotox
COc1ccc(N(C)S(=O)(=O)c2cccc(C(=O)Nc3ccc(N4CCOCC4)cc3)c2)cc1	-27%	-14%	16%	-13	-4	-8%	?	15µM*	?
CC(C)C(=O)NC(CC(=O)O)c1ccccc1 (stereo not given)	6%	2%	-6%	7	-4	11%	0%	17%	0%
CC(C)CN1C(=O)c2ccc(C(=O)NCc3ccccn3)cc2C1=O	12%	18%	0%	21	1	0%	?	?	0%
COc1cccc(-c2nc(-c3ccccn3)no2)c1	?	1%	-4%	17	-3	?	-8%	?	?
Cc1nn(CCC#N)c(C)c1Oc1ccccc1O	-1%	3%	-18%	11	4	5%	-3%	0%	5%
CN1C(=O)S/C(=C\c2ccc(-n3cncn3)cc2)C1=O	-24%	6%	-6%	-9	-1	1%	-3%	3%	0%
COc1ccc(-c2cc(C(=O)NCCCn3ccnc3)c3ccccc3n2)c(OC)c1	-3%	?	-2%	-4	-10	-18%	-2%	-13%	16%
O=C(O)c1cc([N+](=O)[O-])ccc1NCCc1ccccc1	-11%	?	5%	-2	-13	-7%	-12%	6%	-9%
O=C(NC1(C(F)(F)F)OCCO1)c1ccc(F)cc1	-5%	3%	25%	-2	3	-6%	-40%[inhibitor]	7%	-1%
Cc1ccc(CN(C(=O)Cc2cccs2)C(C(=O)NC2CCCC2)c2ccncc2)cc1 (stereo not given)	-6%	-14%	6%	?	3	-6%	-6%	?	4%
O=C(CN(C(=O)CNC(=O)c1ccco1)c1ccc(Cl)c(Cl)c1)NC1CCCCC1	-15%	-1%	5%	?	0	-14%	6%	-13%	-4%
Cn1c(CN2CCN(C(=O)c3ccco3)CC2)nc2cc([N+](=O)[O-])ccc21	5%	1%	?	2	18	0%	-1%	/	/
COCCn1nnnc1CN1CCC(O)(c2cccc(C(F)(F)F)c2)CC1	0%	6%	5%	5	0	5%	-7%	-1%	5%
CCN(C(=O)CSc1nnc(-c2ccncc2)n1C)C1CCS(=O)(=O)C1 (stereo not given)	18%	-7%	-4%	30	1	12%	-3%	29%	27%
CC(=O)Nc1sc(C)c(C)c1C(=O)OCC(=O)NCc1ccc(F)cc1	2%	0%	1%	16	-2	1%[9.24 µM]	?	-8%	17%
CCOC(=O)C1=C(c2ccccc2)NC(=S)NC1c1cccc([N+](=O)[O-])c1 (stereo not given)	1%	-2%	11%	5	-3	8%	-2%	15µM*	-2%
COc1ccc(-c2c(C)nc3c(-c4ccsc4)cnn3c2N)cc1	0%	5%	?	-4	-1	-1%	8%	?	5%
Cn1nc(NC(=O)CC23CC4CC(CC(C4)C2)C3)c2c(F)cccc21	-2%	-2%	0%	6	6	2%	17%	17%	2%
CCCCCN(C(=O)CCC(=O)OC(C)C(=O)c1ccccc1)c1c(N)n(CCCC)c(=O)[nH]c1=O (stereo not given)	4%	2%	3%	5	2	1%	13%	12%	7%
O=C(c1cnn2c(C(F)F)cc(-c3ccccc3)nc12)N1CCN2CCCC2C1 (stereo not given)	-12%	-5%	-1%	-24	-8	-8%	-3%[9.22 µM]	2%	4%
COc1cccc(NC(=O)Cn2nc(Cc3cccnc3)c3ccccc3c2=O)c1	4%	-15%	6%	?	1	6%	-7%	-1%	10%
C=CCNC(=O)C1CC=CCC1C(=O)O (stereo not given)	5%	1%	4%	1	1	4%	-5%	-8%	1%
CCC1NC(C(=O)O)Cc2c1[nH]c1ccccc21 (stereo not given)	1%	3%	-6%	9	-4	-13%	-3%	-11%	-27%
COc1ccc(CNC(=O)C(c2ccc(O)cc2)N(Cc2ccco2)C(=O)c2snc(C(N)=O)c2N)cc1 (stereo not given)	-9%	?	?	4	2	-2%	3%	10%	-7%
Cc1ccc(S(=O)(=O)N2CCOCC2)cc1C(=O)Nc1cccc(S(=O)(=O)N2CCCC2)c1	0%	-7%	19%	0	3	5%	0%	-21%	4%

As a short view, ten of the compounds above:
SMILES	HT1080 IDH1KD tx	HEK293 tox	MCF10A rerep	IL-1B inflam inh	DRD3 agonist	HT1080NT lethal	SW480 rerep	KB-V1 cytotox	KB-3-1 cytotox
COc1ccc(N(C)S(=O)(=O)c2cccc(C(=O)Nc3ccc(N4CCOCC4)cc3)c2)cc1	-27%	-14%	16%	-13	-4	-8%	?	15µM*	?
CC(C)C(=O)NC(CC(=O)O)c1ccccc1 (stereo not given)	6%	2%	-6%	7	-4	11%	0%	17%	0%
CC(C)CN1C(=O)c2ccc(C(=O)NCc3ccccn3)cc2C1=O	12%	18%	0%	21	1	0%	?	?	0%
COc1cccc(-c2nc(-c3ccccn3)no2)c1	?	1%	-4%	17	-3	?	-8%	?	?
Cc1nn(CCC#N)c(C)c1Oc1ccccc1O	-1%	3%	-18%	11	4	5%	-3%	0%	5%
CN1C(=O)S/C(=C\c2ccc(-n3cncn3)cc2)C1=O	-24%	6%	-6%	-9	-1	1%	-3%	3%	0%
COc1ccc(-c2cc(C(=O)NCCCn3ccnc3)c3ccccc3n2)c(OC)c1	-3%	?	-2%	-4	-10	-18%	-2%	-13%	16%
O=C(O)c1cc([N+](=O)[O-])ccc1NCCc1ccccc1	-11%	?	5%	-2	-13	-7%	-12%	6%	-9%
O=C(NC1(C(F)(F)F)OCCO1)c1ccc(F)cc1	-5%	3%	25%	-2	3	-6%	-40%[inhibitor]	7%	-1%
Cc1ccc(CN(C(=O)Cc2cccs2)C(C(=O)NC2CCCC2)c2ccncc2)cc1 (stereo not given)	-6%	-14%	6%	?	3	-6%	-6%	?	4%

(continued)
SMILES	HT1080 IDH1KD tx	HEK293 tox	MCF10A rerep	IL-1B inflam inh	DRD3 agonist	HT1080NT lethal	SW480 rerep	KB-V1 cytotox	KB-3-1 cytotox
Cc1ccc2nc(C(C)O)[nH]c2c1 (stereo not given)	6%	2%	1%	-3	1	24%	-3%	-10%	7%
COc1cc(NC(=O)c2cc3ccccn3n2)cc(OC)c1OC	/	6%	/	/	-16	/	/	0%	-1%
O=C1CCCc2ccccc2N1Cc1ccc(Cl)cc1Cl	-25%	-1%	10%	-15	-6	-14%	-4%	-2%	-18%
CCn1cc(CN2CCCC(C(=O)Nc3cccc(-n4cccn4)c3)C2)cn1 (stereo not given)	-1%	8%	/	9	2	-4%	/	-19%	-5%
Cc1occc1-c1nnc(SCC(=O)c2ccccc2)n1CC1CCCO1 (stereo not given)	7%	0%	11%	1	11	7%	1%	-2%	4%
O=C1/C(=C/c2ccc(F)c(F)c2)CSc2sccc21	-17%	14%	-1%	-18	-5	-4%	13%	-17%	-18%
CC(C)NC(=O)CCn1ccc2cc(S(=O)(=O)N3CCCC3)ccc21	18%	-9%	1%	17	6	8%	13%	1%	-8%
COc1ccccc1NC(=O)C(C)OC(=O)CCC1CCCCC1 (stereo not given)	-1%	16%	12%	5	0	6%	-3%	0%	18%
COc1ccc(C2C(C(=O)OCC(=O)NC(C)(C)C)CCC(=O)N2c2ccc(C)cc2)cc1OC (stereo not given)	-6%	-1%	12%	14	-24	-14%	8%	?	5%
CC(C)c1ccc(N)c(S(=O)(=O)O)c1	0%	5%	2%	6	4	-1%	-21%	16%	1%
CC(NC(=O)CCNC(=O)c1ccccc1Cl)c1ccc(-n2ccnc2)cc1 (stereo not given)	5%	0%	20%	0	0	6%	-4%	28%	5%
CC(C)Oc1ccc(F)cc1-c1cc(C(=O)Nc2ccc(C(C)(C)C)cc2)[nH]n1	18µM*	?	/	15	-9	23µM*	/	-25%	0%
CCN(CC(=O)Nc1cc(Cl)ccc1C)C(=O)c1ccc2c(=O)n3c(nc2c1)CCC3	-7%	-7%	0%	0	-1	-3%	-4%	-5%	-1%
CN(C)CCCNC(=S)Nc1ccc(Oc2ccccc2)cc1	-9%	26%	9%	-18	-8	-28%	1%	-12%	6%
Cc1cccc(-c2nc(CSCC(=O)N3CCN(Cc4ccc5c(c4)OCO5)CC3)c(C)o2)c1	-10%	-13%	23%	-20	-9	-17%	-2%	?	?
CCC(C)NC(=O)CS(=O)Cc1nc(-c2cccc(OC)c2)oc1C (stereo not given)	7%	-11%	0%	18	4	13%	-13%	?	-3%
COc1ccc(/C=N/n2c(-c3ccccc3)n[nH]c2=S)cc1	4%	?	-5%	-9	-8	-3%	1%	17%	4%
COc1ccc(N(C(=O)CNC(=O)c2ccco2)C(C(=O)NC2CCCCC2)c2ccncc2)cc1 (stereo not given)	3%	-3%	-7%	-4	4	16%	-2%	11%	0%
COc1ccc(Sc2ccc(-c3nc4cnccn4c3NC3CCCCC3)cc2OC)cc1	9%	28%	3.3µM*	?	46*	5%	18µM*	?	?
CCOc1ccc(N=Cc2ccc(N(C)C)cc2)c(O)c1	-15%	?	/	18	2	-21%	/	?	?
COc1cc(NC(=O)c2ccc(COCC(F)(F)F)o2)cc(OC)c1OC	0%	7%	4%	11	2	0%	3%	0%	?
COc1cc(C2c3c(-c4ccccc4O)n[nH]c3C(=O)N2Cc2ccncc2)ccc1O (stereo not given)	/	-9%	/	/	-17	/	/	14%	6%
